E-selectin induc: induces E-selectin expression in human endothelial cells; P16581; HUVEC E-selectin immunofluorescence imaging; normalized: neutral wells 0, TNF-alpha wells 100; activation, % at 7.58 µM; 260,000 tested, 0.37% active; AID 686992;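 active = mean E-selectin-positive cell signal at least 10% of the positive control, reached in at least 60% of replicates, without over 20% cell loss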;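 also: in these data hits start at about 27%; measured in HUVEC primary endothelial cells; signal is the percent of cells scored E-selectin positive by PE staining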
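System: HUVEC / Compound: single concentration / Signal: immunofluorescence imaging / Read-out: percent E-selectin-positive cells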
FN deposition inh: fibronectin deposition inhibition | AH1F fibroblasts, Alexa488-fibronectin deposition fluorescence, overnight | AID 743247 | inhibition, % at 12.6 µM | 350,000 tested, 0.086% active;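 active = mean inhibition across replicates of 30% or more, regardless of how many single replicates reach that level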;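 also: positive control wells lacked labelled fibronectin entirely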
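Material: AH1F fibroblast monolayer depositing Alexa488-labelled fibronectin into matrix | Input: 10000 AH1F cells/well | Medium: DMEM plus 2% serum, read in PBS | Reagent: Alexa488-fibronectin, 24 nM final in well | Compound dosing: One dose per compound, pinned | Schedule: 1 h adhesion, overnight exposure | Measured by: Fluorescence at 485 nm excitation, 525 nm emission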
S100A4 MyoIIA: inhibitors of human S100A4 binding to myosin IIA peptide; S100A4/TAMRA-MyoIIA peptide fluorescence polarization; AID 652163; P26447; 360,000 tested, 0.14% active; inhibition, % at 10.7 µM;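 active = mean inhibition of at least 70% across replicates, with every replicate also reaching that level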
Target sequence (P26447 whole entry, looked up): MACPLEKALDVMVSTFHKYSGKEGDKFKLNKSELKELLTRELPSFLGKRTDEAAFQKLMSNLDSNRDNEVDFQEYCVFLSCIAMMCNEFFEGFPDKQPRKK
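System – human S100A4 monomer protein, biochemical binding assay · Buffer or medium – Calcium-containing HEPES buffer, pH 7.2 · Timing – 5 min between mix addition and reading · Also added – TAMRA-labelled myosin IIA heavy-chain peptide probe, 5 nM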
Xi reactivation: X-chromosome reactivation activator; XiGFP mouse fibroblasts, % GFP-positive cells imaging, 3 d; cells co-treated with 5-aza-dC sensitizer; scaled so ellipticine positive control = 100%; activation, % at 7.58 µM; 360,000 tested, 0.055% active;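 active = mean normalized replicate activation at least 10% and every replicate at or above 10%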;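 also: 0% = median of on-plate neutral control wells and 100% = ellipticine 6 µM median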
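material = 68-5-11 XiGFP fibroblast line | medium = DMEM plus 5-aza-dC sensitizer | schedule = 3 days compound exposure | benchmarks = positive control ellipticine, 6 µM final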
RAD52 inh: RAD52 (human) annealing inhibition | P43351 | recombinant RAD52 DNA annealing, FRET fluorescence | inhibition, % at 18.7 µM | 360,000 tested, 0.46% active | AID 651710;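 active = every replicate showing at least 50% inhibition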
esBAF inh: SWI/SNF esBAF complex inhibition. 350,000 tested, 2% active. mouse ES cells, Bmi1-luciferase knock-in reporter, 24 h; 100% = twice the neutral-well signal. reporter increase, % at 12.5 µM; in the data active = activation above about 40%;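 also: 0% = median of the plate's neutral control wells and 100% = double that signal; a rise in the Bmi1 reporter signal indicates esBAF inhibition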
EWS-Fli block: EWS/Fli transcriptional activity inhibition. A673 NR0B1-luciferase reporter, viability-normalised. 350,000 tested, 0.67% active. inhibition, % at 12.6 µM;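 active = mean inhibition of at least 50% after viability correction, with every replicate also passing that limit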;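 also: firefly luciferase signal divided by Alamar Blue viability fluorescence both relative to DMSO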
RAD54 branch: inhibitors of human RAD54 branch migration | Q92698 | RAD54 Holliday junction branch migration, FAM/BHQ fluorescence | inhibition, % at 10.4 µM | 360,000 tested, 0.14% active | AID 602329;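 active = mean normalized replicate activity at least 40 and at least half of replicates scoring 40 or more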;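 also: 0% = median of neutral control wells and 100% = median of positive control wells; inhibitors cause a drop in the FAM fluorescence signal; in these data hits start at about 50%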
Target sequence (Q92698 whole entry, looked up): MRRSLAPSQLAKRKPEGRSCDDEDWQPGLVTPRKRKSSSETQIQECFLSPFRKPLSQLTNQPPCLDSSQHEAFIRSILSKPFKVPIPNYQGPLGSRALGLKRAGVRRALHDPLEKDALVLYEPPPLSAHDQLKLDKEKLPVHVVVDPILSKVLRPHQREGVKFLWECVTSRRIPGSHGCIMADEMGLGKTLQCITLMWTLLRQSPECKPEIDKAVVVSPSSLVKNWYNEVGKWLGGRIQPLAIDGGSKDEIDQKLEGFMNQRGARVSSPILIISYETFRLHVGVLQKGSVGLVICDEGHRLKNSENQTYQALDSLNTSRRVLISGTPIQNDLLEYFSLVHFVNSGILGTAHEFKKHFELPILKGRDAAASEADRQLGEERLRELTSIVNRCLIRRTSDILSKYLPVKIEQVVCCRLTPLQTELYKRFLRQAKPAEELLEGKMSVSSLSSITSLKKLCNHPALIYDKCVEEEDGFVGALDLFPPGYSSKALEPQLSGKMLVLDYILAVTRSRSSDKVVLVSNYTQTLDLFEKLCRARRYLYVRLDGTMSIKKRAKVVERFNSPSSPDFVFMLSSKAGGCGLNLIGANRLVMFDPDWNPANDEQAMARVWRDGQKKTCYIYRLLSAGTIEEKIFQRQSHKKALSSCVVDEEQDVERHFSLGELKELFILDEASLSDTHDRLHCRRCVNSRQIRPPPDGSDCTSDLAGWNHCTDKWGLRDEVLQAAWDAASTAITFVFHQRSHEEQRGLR
* = called active by the depositor.

CN(C)S(=O)(=O)c1ccc(C(=O)N2CCN(S(=O)(=O)c3ccc4c(c3)OCCO4)CC2)cc1 was read as E-selectin induc -0.9, FN deposition inh -4, S100A4 MyoIIA -7, Xi reactivation 0.2, RAD52 inh -13, esBAF inh -6, EWS-Fli block 6 and RAD54 branch 3.
CC(OC(=O)CNS(=O)(=O)c1ccc(C#N)cc1)C(=O)Nc1ccc(Cl)cn1 (stereo not given) was read as E-selectin induc 0.3, FN deposition inh -3, S100A4 MyoIIA 1, Xi reactivation 0.2, RAD52 inh -4 and EWS-Fli block 4.
`O=C(NC1CCCC1)N1CCCCN2[C@@H](CO)[C@@H](c3ccc(-c4ccncc4)cc3)[C@@H]2C1` gave E-selectin induc 0.6, S100A4 MyoIIA -2, Xi reactivation 0.1, RAD52 inh -7, EWS-Fli block 5 and RAD54 branch 1.
Clc1ccccc1Cc1noc(CN2CCN3CCCC3C2)n1 (stereo not given) was read as E-selectin induc -0.5, FN deposition inh -11, S100A4 MyoIIA 3, Xi reactivation 0.1, RAD52 inh -7 and EWS-Fli block 10.
`COc1ccc(CCN2CC(C(=O)N(C)CCOc3ccccc3)CCC2=O)cc1` (stereo not given) gave FN deposition inh 15, S100A4 MyoIIA -1, Xi reactivation 0.2, RAD52 inh -13, esBAF inh 14, EWS-Fli block -16 and RAD54 branch -4.
Screening C#CCOCCOCCOCCNc1nc(N2CCN(C(=O)CCCCCCCCCCNC(=O)[C@@H](CCC(=O)O)n3cc(CCCCCN)nn3)CC2)nc(N2CCN(C(=O)CCCCCCCCCCNC(=O)[C@@H](CCC(=O)O)n3cc(CCCCCN)nn3)CC2)n1 returned E-selectin induc -0.1, FN deposition inh 8, S100A4 MyoIIA -2, Xi reactivation 0.0, RAD52 inh -21, esBAF inh -3, EWS-Fli block -1 and RAD54 branch -38.
For O=C(CNc1cccc(C(F)(F)F)c1)N/N=C/c1cn(-c2ccccc2)nc1-c1ccccc1 the results were E-selectin induc 1.9, FN deposition inh 3, S100A4 MyoIIA -10, Xi reactivation -0.1, RAD52 inh -22 and EWS-Fli block -18.
`O=C(C[C@@H]1CC[C@H]2[C@@H](COC[C@@H](O)CN2S(=O)(=O)c2cccc(F)c2)O1)NCc1ccncn1` gave E-selectin induc -0.1, FN deposition inh -1, S100A4 MyoIIA 40, Xi reactivation -0.1, RAD52 inh -2, esBAF inh -5, EWS-Fli block -5 and RAD54 branch -3.
COc1ccccc1CNC(=O)c1cc(S(=O)(=O)N2CCCCC2)c[nH]1 was read as E-selectin induc 0.6, FN deposition inh -2, S100A4 MyoIIA 5, Xi reactivation 0.7, RAD52 inh 21, esBAF inh 7, EWS-Fli block 6 and RAD54 branch -22.
`CC(=O)c1sc(=S)n(-c2ccccc2)c1C` gave E-selectin induc 0.5, FN deposition inh 8, S100A4 MyoIIA -3, Xi reactivation 0.1, RAD52 inh -11, esBAF inh -8, EWS-Fli block 2 and RAD54 branch -9.
`COCCCNC(=S)Nc1ccc2c(c1)OCCO2` gave E-selectin induc -0.4, FN deposition inh 0, Xi reactivation 0.0 and RAD54 branch -1.
`COCC(=O)Nc1ccc2c(c1)C(=O)N(C)[C@@H]1CC[C@H](CC(=O)NCc3ccc(OC)cc3)O[C@@H]1CO2` gave E-selectin induc -0.1, FN deposition inh 1, Xi reactivation 0.2, esBAF inh -5, EWS-Fli block 5 and RAD54 branch 3.
For COc1ccc(-n2ccsc2=S)cc1 the results were S100A4 MyoIIA -1, RAD52 inh 0, esBAF inh -1, EWS-Fli block 9 and RAD54 branch -4.
`O=C1CN(Cc2ccc(F)cc2)C[C@@H]2[C@H](c3ccc(-c4ccccc4F)cc3)[C@H](CO)N12` gave E-selectin induc 0.0, S100A4 MyoIIA -5, Xi reactivation 0.0, RAD52 inh 1 and EWS-Fli block 6.
`COc1ccccc1N1CCN(C(=O)c2cc(C)oc2C)CC1` gave E-selectin induc 0.1, FN deposition inh 6, S100A4 MyoIIA -18, Xi reactivation 0.1, RAD52 inh -28 and EWS-Fli block 1.

Of the compounds above, three have fluorine.
For O=C(CNc1cccc(C(F)(F)F)c1)N/N=C/c1cn(-c2ccccc2)nc1-c1ccccc1 the results were E-selectin induc 1.9, FN deposition inh 3, S100A4 MyoIIA -10, Xi reactivation -0.1, RAD52 inh -22 and EWS-Fli block -18.
`O=C(C[C@@H]1CC[C@H]2[C@@H](COC[C@@H](O)CN2S(=O)(=O)c2cccc(F)c2)O1)NCc1ccncn1` gave E-selectin induc -0.1, FN deposition inh -1, S100A4 MyoIIA 40, Xi reactivation -0.1, RAD52 inh -2, esBAF inh -5, EWS-Fli block -5 and RAD54 branch -3.
`O=C1CN(Cc2ccc(F)cc2)C[C@@H]2[C@H](c3ccc(-c4ccccc4F)cc3)[C@H](CO)N12` gave E-selectin induc 0.0, S100A4 MyoIIA -5, Xi reactivation 0.0, RAD52 inh 1 and EWS-Fli block 6.

Later entries.
`CC(C)n1c(=O)c2ccccc2n1Cc1cn(Cc2ccccc2)nn1` gave E-selectin induc 25, FN deposition inh -5, S100A4 MyoIIA -3, Xi reactivation 0.3, RAD52 inh -11, esBAF inh 2, EWS-Fli block 2 and RAD54 branch -3.
For COc1ccc(CC(=O)OCC(=O)c2ccc(F)cc2)cc1 the results were E-selectin induc -0.4, FN deposition inh -17, S100A4 MyoIIA 6, Xi reactivation 0.1, RAD52 inh -11, esBAF inh 8, EWS-Fli block 3 and RAD54 branch -1.
`CO[C@H](CN(C)C(=O)Nc1ccc(F)cc1)[C@@H](C)CN(Cc1ccccc1Cl)[C@H](C)CO` gave E-selectin induc 0.0, FN deposition inh -19, S100A4 MyoIIA 1, Xi reactivation 0.1, RAD52 inh 4, esBAF inh 0, EWS-Fli block -1 and RAD54 branch -2.
CCc1ccccc1N1C(=O)CC(N2CCc3ccccc32)C1=O (stereo not given) was read as FN deposition inh 0, S100A4 MyoIIA -3, Xi reactivation 0.0, RAD52 inh -7 and EWS-Fli block 8.
Cc1ccc(-n2nnnc2CSc2nnc(-c3ccc(O)cc3)o2)cc1 was read as E-selectin induc -0.5, FN deposition inh 2, Xi reactivation 0.1, EWS-Fli block 1 and RAD54 branch -6.
`Cc1ccc(S(=O)(=O)NCc2ccncc2)c(C)c1C` gave E-selectin induc -0.2, FN deposition inh -8, S100A4 MyoIIA -6, Xi reactivation 0.0, RAD52 inh -4, esBAF inh -83 and EWS-Fli block 26.
Screening CC(=NO)C1CCC2C3CCC4=CC(=NO)CCC4(C)C3C(O)CC12C (stereo not given) returned E-selectin induc -0.2, S100A4 MyoIIA 2, Xi reactivation 0.0, RAD52 inh -19, esBAF inh 18, EWS-Fli block 0 and RAD54 branch 2.
CCN1C(=O)c2ccc(C(=O)Nc3c(C)cc(C)cc3C)cc2C1=O was read as E-selectin induc 0.2, FN deposition inh 9, S100A4 MyoIIA -2, Xi reactivation 0.1, RAD52 inh 1, esBAF inh -8, EWS-Fli block -2 and RAD54 branch 2.
`CC(C)NC(=O)Nc1cccc2c1O[C@@H](CN(C)C(=O)NC1CCCCC1)[C@@H](C)CN([C@H](C)CO)C2=O` gave E-selectin induc -8.9, S100A4 MyoIIA -1, Xi reactivation 0.0, RAD52 inh -3, esBAF inh 8, EWS-Fli block 6 and RAD54 branch -5.
`O=C(O)CCn1cc(/C=N/O)c(-c2cccc([N+](=O)[O-])c2)n1` gave E-selectin induc -3.2, FN deposition inh 10, S100A4 MyoIIA 16, Xi reactivation 0.4, RAD52 inh -18 and EWS-Fli block 5.
Screening C=CCNC(=S)N1CCC(C(=O)c2ccc(C)cc2)CC1 returned E-selectin induc -0.3, FN deposition inh 3, S100A4 MyoIIA -3, Xi reactivation 0.3, RAD52 inh -2, esBAF inh 10, EWS-Fli block 1 and RAD54 branch 0.
Screening CCOc1ccc(NC(=O)CCS(=O)(=O)c2ccc(Br)cc2)cc1 returned E-selectin induc 0.0, FN deposition inh -10, S100A4 MyoIIA 0, Xi reactivation 0.0, RAD52 inh -14, esBAF inh -3, EWS-Fli block -6 and RAD54 branch -1.
For COc1ccc(-c2ccc([C@@H]3[C@@H](CO)N4C(=O)CNC[C@H]34)cc2)cc1 the results were E-selectin induc 0.2, S100A4 MyoIIA -14, Xi reactivation 0.5, RAD52 inh -28 and EWS-Fli block -30.
CCC(C(=O)NC(C)c1ccccc1)C(=O)NC(C)c1ccccc1 (stereo not given) was read as E-selectin induc 0.1, FN deposition inh -7, S100A4 MyoIIA 0, Xi reactivation 0.2, RAD52 inh -7, esBAF inh 2, EWS-Fli block 1 and RAD54 branch -15.
Screening C[C@@H]1CCCCO[C@H](CN(C)C(=O)C2CCCCC2)[C@@H](C)CN([C@@H](C)CO)C(=O)c2cc(NC(=O)c3ccncc3)ccc2O1 returned E-selectin induc 2.2, S100A4 MyoIIA 0, Xi reactivation -0.3, RAD52 inh 16, esBAF inh 3, EWS-Fli block 3 and RAD54 branch -13.

Structures above containing a COOH group, in the order listed:
Screening C#CCOCCOCCOCCNc1nc(N2CCN(C(=O)CCCCCCCCCCNC(=O)[C@@H](CCC(=O)O)n3cc(CCCCCN)nn3)CC2)nc(N2CCN(C(=O)CCCCCCCCCCNC(=O)[C@@H](CCC(=O)O)n3cc(CCCCCN)nn3)CC2)n1 returned E-selectin induc -0.1, FN deposition inh 8, S100A4 MyoIIA -2, Xi reactivation 0.0, RAD52 inh -21, esBAF inh -3, EWS-Fli block -1 and RAD54 branch -38.
`O=C(O)CCn1cc(/C=N/O)c(-c2cccc([N+](=O)[O-])c2)n1` gave E-selectin induc -3.2, FN deposition inh 10, S100A4 MyoIIA 16, Xi reactivation 0.4, RAD52 inh -18 and EWS-Fli block 5.

Further structures follow:
`CO[C@H]1CC[C@@H]2CCOc3ccc(C#N)cc3C(=O)N(C)C[C@@H](c3ccccc3)CC(=O)N(C)C[C@@H]1O2` gave E-selectin induc 0.2, FN deposition inh 3, S100A4 MyoIIA -8, Xi reactivation 0.2, RAD52 inh -5, esBAF inh 2, EWS-Fli block 5 and RAD54 branch -5.
`CC1CCCCC1NC(=O)COc1cccnc1[N+](=O)[O-]` (stereo not given) gave E-selectin induc 0.0, FN deposition inh 10, S100A4 MyoIIA -1, Xi reactivation -0.1, RAD52 inh -3, esBAF inh 4, EWS-Fli block 13 and RAD54 branch -2.
CCOc1ccc(C(=O)/C=C/c2ccc(SC)cc2)cc1 was read as S100A4 MyoIIA 3, RAD52 inh -2, esBAF inh 3, EWS-Fli block -1 and RAD54 branch -2.
`CC(C)(C)NC(=O)/C(=C\c1ccco1)NC(=O)c1cccs1` gave FN deposition inh -7, S100A4 MyoIIA -2, Xi reactivation 0.0, RAD52 inh -14, EWS-Fli block 1 and RAD54 branch -8.
`O=C(NC1CCCC1)C(c1cccnc1)N(CCc1ccccc1)C(=O)c1ccco1` (stereo not given) gave FN deposition inh -9, S100A4 MyoIIA 1, Xi reactivation 0.0, RAD52 inh -11 and EWS-Fli block 3.
For CN(CC(=O)Nc1ccccc1Br)C(=O)CCCSc1nc2ccccc2[nH]1 the results were E-selectin induc 3.7, FN deposition inh -6, S100A4 MyoIIA -3, Xi reactivation 0.7, RAD52 inh 6, esBAF inh -3, EWS-Fli block -4 and RAD54 branch -17.
Nc1ccc(Oc2ccc([N+](=O)[O-])cc2[N+](=O)[O-])cc1 was read as S100A4 MyoIIA 1, RAD52 inh -10, esBAF inh -1, EWS-Fli block -21 and RAD54 branch 10.

Source: PubChem (Broad Institute)
